High-throughput results as filed in PubChem.
NadD block: blocks S. aureus nicotinate mononucleotide adenylyltransferase; purified NadD enzyme, colorimetric absorbance read-out; inhibition, % at 20 µM; actives 0.78% (n = 360,000); AID 602399; in the data active = inhibition above about 26%; also: some compounds past the cut are filed as inactive
SKN-1 inh: C. elegans SKN-1 inhibition. inhibition, % at 21.8 µM. AID 624304. actives 0.49% (n = 360,000). C. elegans VP596 Pgst-4::GFP/RFP ratio, acrylamide-induced, 24 h;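 active = interference check ratio from 0.5 to 1.5 plus GFP to RFP signal ratio inhibition reaching or exceeding a fixed threshold, cut at about 30% in these data, passing the limit was not always enough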; also: some compounds called inactive have numbers as strong as hits
STEP inh: STEP (human) phosphatase inhibition | recombinant STEP, OMFP fluorogenic substrate, fluorescence | AID 588621 | P54829 | actives 0.25% (n = 360,000) | inhibition, % at 20 µM;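 active = inhibition at 20 µM, scaled per plate between control wells, above about 37%, limit read from the data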;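 also: 0% = DMSO with enzyme and substrate and 100% = substrate only without enzyme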
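Test system: STEP tyrosine phosphatase / Reagent: OMFP at 25 µM / Doses: 20 µM, 1% DMSO / Read-out: percent inhibition scaled to no-enzyme and uninhibited-enzyme controls, plate-pattern corrected / Detection: FITC-channel fluorescence of OMFP product / Medium: Bis-Tris buffer pH 6.0, 2.5 mM DTT, 0.005% Tween 20 / Schedule: 20 min at room temperature, dark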
Rpn11 inh: blocks the human proteasome subunit Rpn11; O00487; human 26S proteasome, Ub4-pepOG fluorescence polarization; 20S core pre-blocked with epoxomicin; calls only at 20 µM; actives 0.59% (n = 360,000); AID 588493;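 active = inhibition at 20 µM, scaled to each plate's controls, above about 33%, limit read from the data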
Target sequence (O00487 whole entry, looked up): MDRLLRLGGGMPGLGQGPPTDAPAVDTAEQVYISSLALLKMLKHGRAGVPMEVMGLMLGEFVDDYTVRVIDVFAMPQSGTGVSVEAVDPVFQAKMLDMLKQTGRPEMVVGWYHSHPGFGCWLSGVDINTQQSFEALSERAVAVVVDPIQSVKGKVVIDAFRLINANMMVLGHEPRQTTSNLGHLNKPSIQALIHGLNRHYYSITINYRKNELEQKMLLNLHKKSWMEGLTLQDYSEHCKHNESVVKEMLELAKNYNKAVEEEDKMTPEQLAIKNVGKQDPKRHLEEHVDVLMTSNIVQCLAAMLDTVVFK
DNMT1 inh: inhibitors of human DNMT1; P26358; DNMT1 molecular beacon, Hinp1I cleavage, fluorescence; inhibition (reported as % activation of signal), % at 10 µM; actives 0.83% (n = 360,000); AID 588458; in the data active = inhibition above about 50%
Scp-1 inhibitor: blocks human Scp-1 phosphatase activity | Q9GZU7 | Recombinant Scp1, phosphopeptide, malachite green phosphate absorbance | inhibition, % at 20 µM | actives 0.88% (n = 340,000);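 active = inhibition above about 50% at 20 µM, limit read from the data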;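 also: plate controls were DMSO wells with enzyme for no effect and wells lacking enzyme for full effect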
Target sequence (Q9GZU7 76-261 limits assumed): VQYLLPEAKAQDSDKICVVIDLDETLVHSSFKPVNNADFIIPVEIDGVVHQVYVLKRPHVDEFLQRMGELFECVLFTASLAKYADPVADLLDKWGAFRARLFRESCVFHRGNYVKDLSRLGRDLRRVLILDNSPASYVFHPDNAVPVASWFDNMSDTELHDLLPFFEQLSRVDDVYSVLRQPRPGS
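assay system = SCP-1 phosphatase catalytic domain, residues 76-261 | buffer or medium = 50 mM Tris acetate pH 5.5, 0.005% Tween-20, 10 mM MgCl2 | incubation = enzyme reaction 45 min at room temperature, colour 5 min, stabilisation 30 min | signal = Phosphate-binding colour reagent, absorbance read at 630 nm | measure = % inhibition at 20 µM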
CendR NRP1 mod: NRP-1/CendR interaction modulation. O14786. FAM-RPARPAR peptide binding to NRP-1, fluorescence polarization. inhibition, % at 25 µM. actives 0.85% (n = 360,000);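 active = inhibition or corrected inhibition above about 18%, plus a signal ratio from 0.5 to 1.5, limit read from the data, passing the limit was not always enough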; also: strong numbers were not always called active
MT1-MMP act inh: inhibitors of human MT1-MMP activation; actives 0.061% (n = 360,000); P50281; GFP/RFP ratio change, % at 20 µM; AID 651647; HT1080 RFP-PRO-GFP cells, GFP/RFP ratio fluorescence, overnight; percent of plate control window, DMSO zero;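 active = GFP/RFP ratio change of at least 30% with cell ATP level not reduced by more than half and red fluorescence within 50% of control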; also: strong numbers were not always called active
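Assay system: RFP-PRO-GFP reporter HT1080 cells; read-out basis: GFP/RFP fluorescence ratio; benchmarks: DMSO wells and RFP-L50D-GFP cells; doses: 20 µM single dose, 1% DMSO; schedule: overnight cell settling, then overnight compound exposure, 37 °C, 5% CO2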
LMPTP block: blocks human LMPTP phosphatase | recombinant LMPTP-A, OMFP fluorogenic substrate, fluorescence intensity | actives 0.22% (n = 360,000) | inhibition, % at 20 µM | P24666;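 active = compounds that cut the enzyme signal by at least half of the control window in the single-dose screen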;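 also: plate controls were DMSO wells with enzyme plus substrate for no effect and substrate without enzyme for full effect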
Target sequence (P24666 whole entry, looked up): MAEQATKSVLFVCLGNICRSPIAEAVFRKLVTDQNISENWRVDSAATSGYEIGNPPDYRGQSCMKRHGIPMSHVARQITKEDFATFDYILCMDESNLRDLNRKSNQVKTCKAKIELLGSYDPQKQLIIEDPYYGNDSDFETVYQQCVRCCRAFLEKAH
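Assay system: LMPTP-A, protein tyrosine phosphatase of low molecular weight / Medium: pH 6.0 Bis-Tris buffer with DTT and Triton X-100 / Schedule: 50 min enzyme reaction at room temperature, protected from light / Measured by: endpoint fluorescence intensity from OMFP dephosphorylation / Read-out basis: % inhibition relative to no-enzyme and uninhibited control wells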
SUMO1 PPI mod: alters human SUMO1 binding to SIM partners; P63165; SUMO1 binding to a labelled peptide, TR-FRET, 1 h; inhibition, % at 20 µM; actives 0.33% (n = 360,000); AID 602429; in the data active = inhibition above about 37%
Target sequence (P63165 whole entry, looked up): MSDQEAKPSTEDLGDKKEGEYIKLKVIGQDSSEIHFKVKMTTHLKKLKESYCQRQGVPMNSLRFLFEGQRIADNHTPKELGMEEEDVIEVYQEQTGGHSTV
An asterisk follows results filed as active.

Screening COc1cc(NC(=S)N2CCN(C)CC2)cc(OC)c1 returned NadD block 0, SKN-1 inh -14, STEP inh 3, Rpn11 inh inactive, DNMT1 inh 5, Scp-1 inhibitor -1, CendR NRP1 mod -13, MT1-MMP act inh -2, LMPTP block -0.5 and SUMO1 PPI mod 7.
`Cc1cccc(NC(=S)N/N=C2/CCCCc3ccccc32)c1` gave NadD block -2, SKN-1 inh 1, STEP inh 2, Rpn11 inh inactive, DNMT1 inh -11, Scp-1 inhibitor 15, CendR NRP1 mod -6, MT1-MMP act inh 9, LMPTP block 2.5 and SUMO1 PPI mod 3.
`CCC(CC)C(=O)Nc1cc([N+](=O)[O-])ccc1F` gave NadD block -4, SKN-1 inh -3, STEP inh 1, Rpn11 inh inactive, DNMT1 inh 10, Scp-1 inhibitor -7, CendR NRP1 mod -5, MT1-MMP act inh 2, LMPTP block 0.7 and SUMO1 PPI mod -11.
For COc1ccc(CCNC(=O)c2cc3c(=O)n4ccccc4nc3n(CCCN3CCOCC3)c2=N)cc1 the results were NadD block -3, SKN-1 inh 6, STEP inh 8, Rpn11 inh inactive, DNMT1 inh 1, Scp-1 inhibitor -2, CendR NRP1 mod -3, MT1-MMP act inh -3, LMPTP block 12 and SUMO1 PPI mod -31.
COCc1cc(C)nc(NCCc2ccccc2)c1C#N was read as NadD block -9, SKN-1 inh 4, STEP inh -2, Rpn11 inh inactive, DNMT1 inh -1, Scp-1 inhibitor -13, CendR NRP1 mod 1, MT1-MMP act inh 1, LMPTP block -0.2 and SUMO1 PPI mod -3.
For OCC1OC(n2cnc3c(NCc4ccccc4O)ncnc32)C(O)C1O (stereo not given) the results were NadD block -4, SKN-1 inh -3, STEP inh 0, Rpn11 inh inactive, DNMT1 inh 2, Scp-1 inhibitor 5, CendR NRP1 mod -10, MT1-MMP act inh 7, LMPTP block -1.1 and SUMO1 PPI mod -4.
Screening O=C(C[n+]1ccc(-c2cc(C(=O)Nc3cccc(C(F)(F)F)c3)c3ccccc3n2)cc1)c1cccc([N+](=O)[O-])c1 returned NadD block 23, SKN-1 inh 6, STEP inh 4, Rpn11 inh inactive, DNMT1 inh 40, Scp-1 inhibitor 13, CendR NRP1 mod 4, MT1-MMP act inh 2, LMPTP block 4.5 and SUMO1 PPI mod -10.
For COc1ccc(NC(=O)CN(C)C(=O)c2ccc(-c3cccc(C(F)(F)F)c3)o2)cc1 the results were NadD block -12, SKN-1 inh 7, STEP inh 0, Rpn11 inh inactive, DNMT1 inh 1, Scp-1 inhibitor -11, CendR NRP1 mod -8, MT1-MMP act inh 0, LMPTP block 1.5 and SUMO1 PPI mod -4.
Screening COc1ccc(NC(=O)CSc2nc3ccccc3c(=O)n2CCNC(C)=O)c(OC)c1 returned NadD block 0, SKN-1 inh 3, STEP inh -2, Rpn11 inh inactive, DNMT1 inh 0, Scp-1 inhibitor -2, CendR NRP1 mod 6, MT1-MMP act inh 8, LMPTP block -1.2 and SUMO1 PPI mod 6.
Screening CCn1c(SCc2nc3sc(C(=O)O)c(C)c3c(=O)[nH]2)nnc1-c1ccc(Cl)cc1 returned NadD block 4, SKN-1 inh -6, STEP inh 1, Rpn11 inh inactive, DNMT1 inh 3, Scp-1 inhibitor 21, CendR NRP1 mod -17, MT1-MMP act inh -1, LMPTP block -1.5 and SUMO1 PPI mod 3.
`CN(Cc1ccco1)C(=O)CN1C(=O)NC(c2ccccc2)(c2ccccc2)C1=O` gave NadD block -1, SKN-1 inh 10, STEP inh 1, Rpn11 inh inactive, DNMT1 inh 5, Scp-1 inhibitor 7, CendR NRP1 mod -18, MT1-MMP act inh 1, LMPTP block 1.3 and SUMO1 PPI mod 1.
Cc1ccc(S(=O)(=O)Nc2ccc3c(c2)C(=O)c2ccccc2-3)cc1 was read as NadD block -1, SKN-1 inh -2, STEP inh 0, Rpn11 inh inactive, DNMT1 inh -5, CendR NRP1 mod -8, MT1-MMP act inh 2, LMPTP block 3.9 and SUMO1 PPI mod -14.
O=C(O)C1CCCC2CN3CCc4c([nH]c5ccccc45)C3C(O)C21 (stereo not given) was read as NadD block -3, SKN-1 inh 37*, STEP inh 2, Rpn11 inh inactive, DNMT1 inh -1, Scp-1 inhibitor -6, CendR NRP1 mod 14, MT1-MMP act inh -16, LMPTP block 4.6 and SUMO1 PPI mod 10.
`O=C(Nc1cc(=O)[nH]c2ncnn12)c1ccc(Cl)cc1Cl` gave NadD block -1, SKN-1 inh 17, STEP inh 3, Rpn11 inh inactive, DNMT1 inh 2, Scp-1 inhibitor 8, CendR NRP1 mod -2, MT1-MMP act inh 2, LMPTP block -1.6 and SUMO1 PPI mod 7.
COc1cc(C)ccc1OCC(=O)NC1CCCCCC1 was read as NadD block -5, SKN-1 inh 6, STEP inh 2, Rpn11 inh inactive, DNMT1 inh -2, Scp-1 inhibitor -1, CendR NRP1 mod 4, MT1-MMP act inh -1, LMPTP block -1.1 and SUMO1 PPI mod -2.
For O=C(COc1c(Br)cc(Br)cc1Br)N/N=C/c1ccco1 the results were NadD block 0, SKN-1 inh 8, STEP inh -2, Rpn11 inh inactive, DNMT1 inh 20, Scp-1 inhibitor 1, CendR NRP1 mod -12, MT1-MMP act inh -1, LMPTP block 1.7 and SUMO1 PPI mod 0.
`CN(CCC1CCOCC1)C(=O)C1CCC(=O)N(CCc2ccccc2)C1` (stereo not given) gave NadD block -3, SKN-1 inh 10, STEP inh 3, Rpn11 inh inactive, DNMT1 inh 1, Scp-1 inhibitor -7, CendR NRP1 mod -8, MT1-MMP act inh -1, LMPTP block -0.8 and SUMO1 PPI mod -7.
For O=C(CSc1ncnc2sc3c(c12)CCCC3)c1ccccc1 the results were NadD block 0, SKN-1 inh 7, STEP inh 1, Rpn11 inh inactive, DNMT1 inh 3, Scp-1 inhibitor -9, CendR NRP1 mod 4, MT1-MMP act inh -4, LMPTP block 3.4 and SUMO1 PPI mod -7.
For Cc1ccc(-n2c(SCC(=O)NCc3ccco3)nnc2-c2cccnc2)c(C)c1 the results were NadD block 12, SKN-1 inh 17, STEP inh -8, Rpn11 inh inactive, DNMT1 inh 2, Scp-1 inhibitor 14, CendR NRP1 mod -8, MT1-MMP act inh 1, LMPTP block -0.7 and SUMO1 PPI mod -1.
For COc1ccc2c(c1)C(C)CC(C)(C)N2C(=O)CSc1nc2ccccc2s1 (stereo not given) the results were NadD block 1, SKN-1 inh -9, STEP inh 1, Rpn11 inh inactive, DNMT1 inh 4, Scp-1 inhibitor -10, CendR NRP1 mod -19, MT1-MMP act inh -17, LMPTP block 5.1 and SUMO1 PPI mod 2.
For Cn1c(=O)n(C)c2cc(/C=N/n3cnnc3)ccc21 the results were NadD block 2, SKN-1 inh 3, STEP inh -2, Rpn11 inh inactive, DNMT1 inh -3, Scp-1 inhibitor -8, CendR NRP1 mod -3, MT1-MMP act inh 5, LMPTP block 0.0 and SUMO1 PPI mod -3.
COc1ccccc1-c1ccc(SCC(=O)NC2CCCC2)nn1 was read as NadD block 0, SKN-1 inh 25, STEP inh -2, Rpn11 inh inactive, DNMT1 inh 0, Scp-1 inhibitor -8, CendR NRP1 mod -11, MT1-MMP act inh 2, LMPTP block 0.6 and SUMO1 PPI mod -2.
Screening CC(=O)Nc1ccc(-c2ccnc3c2CC(C(=O)Nc2cccc(OC(F)(F)F)c2)O3)cc1 (stereo not given) returned NadD block 3, SKN-1 inh 8, STEP inh 3, Rpn11 inh inactive, DNMT1 inh -14, CendR NRP1 mod -13, MT1-MMP act inh 2, LMPTP block 3.8 and SUMO1 PPI mod -4.
CCc1nnc(NC(=O)C23CC4CC(CC(C4)C2)C3)s1 was read as NadD block -2, SKN-1 inh -19, STEP inh -1, Rpn11 inh inactive, DNMT1 inh 2, Scp-1 inhibitor 3, CendR NRP1 mod -4, MT1-MMP act inh 0, LMPTP block -0.1 and SUMO1 PPI mod 3.

2 compounds picked at random from those above, as already listed:
For O=C(COc1c(Br)cc(Br)cc1Br)N/N=C/c1ccco1 the results were NadD block 0, SKN-1 inh 8, STEP inh -2, Rpn11 inh inactive, DNMT1 inh 20, Scp-1 inhibitor 1, CendR NRP1 mod -12, MT1-MMP act inh -1, LMPTP block 1.7 and SUMO1 PPI mod 0.
`O=C(Nc1cc(=O)[nH]c2ncnn12)c1ccc(Cl)cc1Cl` gave NadD block -1, SKN-1 inh 17, STEP inh 3, Rpn11 inh inactive, DNMT1 inh 2, Scp-1 inhibitor 8, CendR NRP1 mod -2, MT1-MMP act inh 2, LMPTP block -1.6 and SUMO1 PPI mod 7.

Next entries:
`CC(c1ccccc1)C1C(C#N)=C(N)OC2=C1C(=O)CC(C)(C)C2` (stereo not given) gave NadD block 1, SKN-1 inh 18, STEP inh 1, Rpn11 inh inactive, DNMT1 inh -4, Scp-1 inhibitor 0, CendR NRP1 mod 1, MT1-MMP act inh 5, LMPTP block 0.2 and SUMO1 PPI mod 2.
COc1ccccc1C(=O)NC(=S)N1CCc2ccccc21 was read as NadD block -9, SKN-1 inh 4, STEP inh 2, Rpn11 inh inactive, DNMT1 inh -2, Scp-1 inhibitor -9, CendR NRP1 mod 0, MT1-MMP act inh 2, LMPTP block 0.3 and SUMO1 PPI mod 1.
COc1ccc2c(c1OC)C(=O)N1C2SC[C@H]1C(=O)NC1CCCC1 (stereo not given in full) was read as NadD block 5, SKN-1 inh 26, STEP inh -1, Rpn11 inh inactive, DNMT1 inh 0, Scp-1 inhibitor -6, CendR NRP1 mod 6, MT1-MMP act inh 1, LMPTP block -1.1 and SUMO1 PPI mod -2.
Screening CCOc1cc(C2Nc3cccc4cccc(c34)N2)ccc1O returned NadD block 30*, SKN-1 inh 12, STEP inh 8, Rpn11 inh inactive, DNMT1 inh -26, Scp-1 inhibitor 10, CendR NRP1 mod 14, MT1-MMP act inh 16, LMPTP block 7.3 and SUMO1 PPI mod 16.
Screening COc1ccc(OC)c(NC(=O)CSc2nc3cccnc3n2C)c1 returned NadD block 5, SKN-1 inh 4, STEP inh -1, Rpn11 inh inactive, DNMT1 inh 0, Scp-1 inhibitor -5, CendR NRP1 mod 2, MT1-MMP act inh -1, LMPTP block 0.4 and SUMO1 PPI mod 3.
For Cn1cccc1/C=C1\SC(=O)N(CC(=O)Nc2ccc(Cl)cc2)C1=O the results were NadD block 5, SKN-1 inh 7, STEP inh 1, Rpn11 inh inactive, DNMT1 inh -11, Scp-1 inhibitor -8, CendR NRP1 mod -2, MT1-MMP act inh 3, LMPTP block 0.8 and SUMO1 PPI mod -2.
